# From PubChem BioAssay
# H1N1 NS1A inhibition = H1N1 influenza NS1A inhibitors, functional cell based assay (AID 504329); actives 0.3% (n = 340,000); one-dose inhibition, % at 12.5 µM; IC50 in µM for titrated hits; NS1A functional cell-based assay, percent inhibition; higher % means a stronger effect; in the data active means a potency from the dose series; further: strong numbers were not always called active
# inhibitors of VEEV = inhibitors of VEEV TC-83 cytopathic effect, confirmation, Vero cells (AID 588727); actives 0.13% (n = 350,000); one-dose inhibition, % at 20 µM; IC50 in µM for titrated hits; Vero cells, VEEV TC-83 cytopathic effect inhibition; higher % means a stronger effect; in the data active means a potency from the dose series; further: strong numbers were not always called active
# M. tuberculosis = growth inhibition of non-replicating M. tuberculosis (AID 488890) | Mycobacterium tuberculosis non-replicating, growth inhibition; higher % means a stronger effect | inhibition, % at 25 µM, or IC50 in µM where a hit was titrated | actives 0.39% (n = 320,000); in the data active means a potency from the dose series;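 further: plate controls were DMSO cells for no effect and high antibiotic wells for full effect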
# Salmonella PhoP GFP = PhoP regulon inhibitors, Salmonella typhi PhoP promoter GFP reporter, confirmatory (AID 1850); Salmonella Typhi PhoP-promoter GFP reporter, fluorescence, 4 h; higher % means a stronger effect; inhibition, % at 50 µM, or IC50 in µM where a hit was titrated; actives 0.33% (n = 310,000); in the data active means a potency from the dose series;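 further: 0% = induced wells with vehicle and 100% = uninduced wells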
# H37Rv inhibition = M. tuberculosis growth inhibition, HTS (AID 449762). M. tuberculosis H37Rv growth inhibition, 7H9 media; higher % means a stronger effect. inhibition, % at 25 µM, or IC50 in µM where a hit was titrated. actives 0.59% (n = 330,000); in the data active means a potency from the dose series;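 further: bacterial growth assessed after seven days of incubation; strong numbers were not always called active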
# inhibitors of VEEV 10K pilot screen = recorded beside inhibitors of VEEV, whose call it bears; inhibition, %; measured here: 10K pilot screen inhibition
# Active calls of the source: *; i = inactive; x = not tested or not shown. Not a hit list; overall some 1.6% were active at least once.
SMILES,H1N1 NS1A inhibition,inhibitors of VEEV,M. tuberculosis,Salmonella PhoP GFP,H37Rv inhibition,others
Cc1cccc(C=NOCCc2ccccc2)n1,0.5%,2.0%,x,x,x,
O=C1c2cccc3cccc(c23)C(=O)N1c1ccncc1,10.3%,i,-3.6%,-0.3%,-1.4%,
Cc1ccc(C(=O)Nc2ncccc2O)o1,2.5%,i,1.9%,-0.1%,11.0%,
CCCNC(=O)Cn1nc(C(F)(F)F)c2c1CCCC2,-0.9%,1.4%,-9.0%,-6.2%,-10.1%,
Cc1c(F)cccc1NC(=O)c1ccc2c(c1)CCN2S(C)(=O)=O,-3.1%,i,15.3%,-2.3%,1.8%,
CN(C(=O)COC(=O)c1cccc(F)c1)c1ccccc1,3.6%,0.4%,27.6%,4.7%,0.7%,
CC1CCCC(C)N1S(=O)(=O)c1ccc(NC(=O)CNCC2CCCO2)cc1 (stereo not drawn),-2.5%,i,5.2%,-9.8%,-6.3%,
CCc1ccc(NC(=O)CCC(=O)N2CCSc3ccccc32)cc1,0.8%,9.9%,-10.5%,5.1%,-1.6%,
O=C(NCc1ccccc1)c1cc(S(=O)(=O)N2CCOCC2)ccc1F,-12.2%,3.3%,0.6%,0.8%,4.0%,
CNc1snc(C)c1C(=O)OC(C)C(=O)Nc1ccccc1 (stereo not drawn),-10.8%,2.3%,18.2%,x,-9.3%,
Cc1nc2c(sc3nc(N4CCOCC4)c4c(c32)CC(C)(C)OC4)c(-c2ccccc2)c1C(=O)O,-9.3%,56.7%,8.6%,-14.7%,7.2%,
COc1ccc(NC(=O)COC(=O)CCC2CCCC2)c(OC)c1,-9.3%,2.1%,71.8%,x,10.6%,

# The final four records of the section before open the next one:
SMILES,H1N1 NS1A inhibition,inhibitors of VEEV,M. tuberculosis,Salmonella PhoP GFP,H37Rv inhibition,others
O=C(NCc1ccccc1)c1cc(S(=O)(=O)N2CCOCC2)ccc1F,-12.2%,3.3%,0.6%,0.8%,4.0%,
CNc1snc(C)c1C(=O)OC(C)C(=O)Nc1ccccc1 (stereo not drawn),-10.8%,2.3%,18.2%,x,-9.3%,
Cc1nc2c(sc3nc(N4CCOCC4)c4c(c32)CC(C)(C)OC4)c(-c2ccccc2)c1C(=O)O,-9.3%,56.7%,8.6%,-14.7%,7.2%,
COc1ccc(NC(=O)COC(=O)CCC2CCCC2)c(OC)c1,-9.3%,2.1%,71.8%,x,10.6%,
CCOc1cc(/C=N/Nc2ncnc(Cl)c2N)ccc1O,1.6%,8.2%,-20.6%,-7.3%,-7.4%,
Cc1cccc(N(CC(=O)NCCSCc2ccccc2)S(C)(=O)=O)c1,-3.7%,1.1%,-13.0%,4.8%,-4.1%,
CC(=O)Nc1ccc(NC(=O)c2ccnn2C)cc1,-4.9%,2.3%,-9.4%,7.8%,-6.2%,
O=C(Nc1ccc2c(c1)OCO2)c1cccc2c1C(=O)N(Cc1cccnc1)C2,0.9%,5.0%,39.0%,-9.2%,1.9%,
O=C(NCC1CCCCC1)c1cccnc1,-0.8%,2.4%,79.6%,-8.8%,5.2%,
O=C(Nc1ccccc1)c1ccncc1,8.4%,0.1%,-1.1%,1.0%,-4.7%,
O=C(N/N=C/c1ccccc1[N+](=O)[O-])c1ccc2c(c1)OCCO2,15.4%,2.1%,-3.0%,15.0%,1.5%,
Cc1ncoc1C(=O)Nc1ccccc1-c1ccccc1,4.2%,i,x,-2.4%,x,inhibitors of VEEV 10K pilot screen=0.3
CN(C)c1ccc(N/C(=N\S(=O)(=O)c2cccs2)c2ccccc2)cc1,12.3%,1.2%,-11.5%,-1.4%,0.0%,
Cc1ccc(S(=O)(=O)c2ccc(Cl)cc2)cc1S(=O)(=O)N1CCOCC1,-1.8%,i,6.0%,-12.1%,-3.1%,
Cc1cccc(C)c1OC(=O)CN1C(=O)c2ccccc2C1=O,-2.0%,i,0.2%,-5.5%,6.2%,
NC(=O)CSc1nc2ccccc2n1Cc1ccccc1F,-2.6%,7.0%,-12.3%,-5.0%,0.7%,

# Overlap with the part before: four entries, followed by the next part.
SMILES,H1N1 NS1A inhibition,inhibitors of VEEV,M. tuberculosis,Salmonella PhoP GFP,H37Rv inhibition,others
CN(C)c1ccc(N/C(=N\S(=O)(=O)c2cccs2)c2ccccc2)cc1,12.3%,1.2%,-11.5%,-1.4%,0.0%,
Cc1ccc(S(=O)(=O)c2ccc(Cl)cc2)cc1S(=O)(=O)N1CCOCC1,-1.8%,i,6.0%,-12.1%,-3.1%,
Cc1cccc(C)c1OC(=O)CN1C(=O)c2ccccc2C1=O,-2.0%,i,0.2%,-5.5%,6.2%,
NC(=O)CSc1nc2ccccc2n1Cc1ccccc1F,-2.6%,7.0%,-12.3%,-5.0%,0.7%,
COc1cc(OC)c(CN2CCN(c3ccc(F)cc3)CC2)cc1Br,24.0%,i,6.9%,4.9%,-3.9%,
CCN1/C(=C\c2ccc3cc(C)ccc3[n+]2CC)Sc2cc(C)c(C)cc21,25.6%,4.0%,x,x,x,
CS(=O)(=O)Nc1ccccc1C(=O)OCC(=O)NC1CC1,-7.0%,3.7%,-13.6%,x,-4.2%,
CC1CCCN(CC(O)COc2ccc(S(=O)(=O)N3CCCC3)cc2[N+](=O)[O-])C1 (stereo not drawn),8.1%,0.6%,34.2%,x,3.2%,
O=C(Cn1nnc(-c2ccccc2F)n1)OCC(=O)c1ccccc1,-7.9%,1.1%,4.0%,-2.5%,7.1%,
O=C(COc1cc(F)ccc1[N+](=O)[O-])Nc1cc(S(=O)(=O)N2CCCC2)ccc1Cl,10.6%,3.6%,x,x,x,
CC1CCN(C(=O)CCc2nnc3ccc(NCc4ccco4)nn23)CC1,-4.4%,5.3%,7.9%,2.2%,-0.3%,
N=c1n(N)c2ccccc2n1CC(=O)c1ccc(Br)cc1,-8.5%,2.5%,-3.9%,-7.4%,-1.8%,
CCCNC(=O)c1ccc2c(=O)c(O)c(-c3ccc(OC)cc3)[nH]c2c1,-19.2%,0.6%,41.9%,2.8%,5.0%,
Cc1c(C(C)(C)O)[nH]c2ccc(C#N)cc12,7.7%,i,1.4%,0.0%,-10.5%,
Cc1ccc(C)c(OCC(=O)N(Cc2nnc(-c3ccccc3Cl)o2)C2CC2)c1,-14.4%,8.0%,39.2%,5.4%,-2.6%,
Cc1ccc(C(=O)Nc2ccc(C(=O)NCC3CCCO3)cc2)cc1 (stereo not drawn),-0.5%,i,-11.3%,-2.8%,1.9%,

# Brought forward from above: five entries; new compounds follow.
SMILES,H1N1 NS1A inhibition,inhibitors of VEEV,M. tuberculosis,Salmonella PhoP GFP,H37Rv inhibition,others
N=c1n(N)c2ccccc2n1CC(=O)c1ccc(Br)cc1,-8.5%,2.5%,-3.9%,-7.4%,-1.8%,
CCCNC(=O)c1ccc2c(=O)c(O)c(-c3ccc(OC)cc3)[nH]c2c1,-19.2%,0.6%,41.9%,2.8%,5.0%,
Cc1c(C(C)(C)O)[nH]c2ccc(C#N)cc12,7.7%,i,1.4%,0.0%,-10.5%,
Cc1ccc(C)c(OCC(=O)N(Cc2nnc(-c3ccccc3Cl)o2)C2CC2)c1,-14.4%,8.0%,39.2%,5.4%,-2.6%,
Cc1ccc(C(=O)Nc2ccc(C(=O)NCC3CCCO3)cc2)cc1 (stereo not drawn),-0.5%,i,-11.3%,-2.8%,1.9%,
CCOC(=O)C1=C(C)OC(N)=C(C#N)C1c1ccc(C)o1 (stereo not drawn),-3.5%,0.0%,-3.0%,0.9%,7.0%,
O=C(COC(=O)C1CCN(c2ccc(C(F)(F)F)cn2)CC1)Nc1ncc(Cl)cc1Cl,5.4%,i,33.1%,x,-2.4%,
O=C(CN(C(=O)CNC(=O)c1cccs1)c1cccc(F)c1)NC1CCCCC1,-14.6%,i,4.2%,-7.5%,10.4%,
Cc1cc2ccccc2n1CCNC(=O)C1CCCC1,25.5%,4.9%,71.9%,1.3%,3.0%,
COc1ccc(OCC(=O)Nc2ccc(NC(=O)c3ccco3)cc2)cc1,3.0%,0.7%,52.5%,-0.9%,-2.4%,
O=C(c1cccc(F)c1)N1CCC(N2CCCCCC2)CC1,-5.5%,0.3%,7.8%,3.9%,-1.7%,
CCCC/C(O)=C1\C(=O)CC(C)(C)CC1=NCCCCCC(=O)O,5.8%,1.2%,9.9%,6.2%,2.6%,
C/C(=N\NC(=O)c1nnn(-c2nonc2N)c1CN(C)c1ccccc1)c1cccnc1,-8.3%,2.8%,15.7%,0.0%,14.9%,
CCOc1ccccc1N1CN(CC)CNC1=S,-0.7%,2.3%,11.2%,-16.8%,-2.8%,inhibitors of VEEV 10K pilot screen=0.3
NC(=O)c1c(N)sc(=S)n1-c1ccccc1,3.6%,i,-6.0%,0.9%,-4.1%,
COc1ccc(NC(=O)CN(c2ccc(F)cc2)S(=O)(=O)c2ccccc2)c(OC)c1,-3.0%,3.4%,59.9%,-6.1%,5.4%,
Cc1ccccc1C#N,-2.4%,i,-8.9%,x,1.4%,

# Ordered by count of non-hydrogen atoms (high to low): part of the list above.
SMILES,H1N1 NS1A inhibition,inhibitors of VEEV,M. tuberculosis,Salmonella PhoP GFP,H37Rv inhibition,others
COc1ccc(NC(=O)CN(c2ccc(F)cc2)S(=O)(=O)c2ccccc2)c(OC)c1,-3.0%,3.4%,59.9%,-6.1%,5.4%,
CCCC/C(O)=C1\C(=O)CC(C)(C)CC1=NCCCCCC(=O)O,5.8%,1.2%,9.9%,6.2%,2.6%,
Cc1ccccc1C#N,-2.4%,i,-8.9%,x,1.4%,

# (further entries)
SMILES,H1N1 NS1A inhibition,inhibitors of VEEV,M. tuberculosis,Salmonella PhoP GFP,H37Rv inhibition,others
CC(=O)N1CCN(c2ccc(NC(=O)c3ccc(Cl)cc3)cc2)CC1,-0.2%,1.0%,9.4%,8.0%,0.6%,
CCOc1cccc(-c2c(C(=O)N/N=C(\C)c3cccnc3)nnn2-c2nonc2N)c1,-0.3%,1.6%,14.1%,12.2%,1.4%,
O=C(Nc1ccc2c(c1)OCO2)C1CCCN(S(=O)(=O)Cc2ccccc2)C1 (stereo not drawn),-2.5%,1.2%,0.5%,1.9%,0.4%,
CCOC(=O)/C(=C/c1c(C)n(C)c2ccc([N+](=O)[O-])cc12)C(C)=O,-7.5%,11.0%,23.0%,2.9%,4.7%,
NS(=O)(=O)c1cccc(NC(=O)Cc2ccc(Cl)c(Cl)c2)c1,0.7%,5.9%,14.2%,4.2%,-4.7%,
O=C(COc1ccc2ccccc2c1)N1CCCC1,-2.0%,0.2%,i,-8.4%,0.9%,
Cc1ccc(C(=O)Oc2cc(-c3ccccc3)no2)cc1,-4.4%,0.7%,8.8%,-1.9%,2.2%,
O=C(O)c1cnn2c(-c3ccccc3)ccnc12,1.8%,0.6%,-5.8%,-7.2%,-6.5%,
COC(=O)c1c(NC(=O)Cn2cc([N+](=O)[O-])cn2)sc2c1CCC2,-5.0%,i,-8.6%,-3.9%,-1.0%,
O=C(COC(=O)c1ccccn1)Nc1nc(-c2cccc([N+](=O)[O-])c2)cs1,7.9%,0.9%,75.8%,-19.3%,52.5%,
O=C1C2C3c4ccccc4C(c4ccccc43)C2C(=O)N1/N=C/c1cccc(O)c1 (stereo not drawn),0.6%,1.2%,20.7%,-8.9%,-21.9%,
CC(C)Oc1ccc(N2C(=O)c3ccccc3C2=O)cc1,10.4%,0.2%,-3.3%,-1.5%,21.3%,
Cc1ccc(C)c(SCc2noc(C(=O)NC(C)C)c2C(=O)O)c1,-9.3%,0.5%,3.0%,3.0%,-0.5%,inhibitors of VEEV 10K pilot screen=0.9
N#Cc1c(-c2ccccc2)[nH]c(=S)[nH]c1=O,5.7%,i,11.1%,-6.9%,-2.0%,
Cc1nn(-c2ccccc2)c(C)c1/C=C/C(=O)OCC(=O)N(C)C1CCS(=O)(=O)C1 (stereo not drawn),2.9%,2.6%,-10.9%,-14.5%,0.9%,
O=C(Cc1cccs1)Nc1ccc([N+](=O)[O-])cc1,0.6%,0.1%,53.5%,-7.3%,-5.9%,
Cc1cccc(NC(=O)c2ccc3c(=O)n(CC4CCCO4)c(=S)[nH]c3c2)c1 (stereo not drawn),0.9%,6.0%,1.5%,2.9%,2.5%,
C=CCOc1ccc(/C=C2\SC(=S)N(NS(=O)(=O)c3ccc(C)cc3)C2=O)cc1,-21.7%,1.9%,19.1%,3.1%,2.8%,
C=C(C)CSCc1nc2ccccc2[nH]1,-6.0%,0.0%,13.0%,3.1%,-3.2%,
CCCCCN(C(=O)CCC(=O)OCc1cccc(C(F)(F)F)c1)c1c(N)n(CCCC)c(=O)[nH]c1=O,11.3%,0.5%,-4.6%,-12.7%,-25.9%,
Cc1c2c(nc3nnnn13)CCCC2,3.4%,0.9%,1.2%,11.0%,-3.4%,
C/C(=N\OCc1ccccc1)c1c(O)cc(C(C)C)n(-c2ccccc2)c1=O,-1.6%,i,3.0%,-4.9%,-3.1%,
CCSc1nnc(NC(=O)CSc2nnc(-c3c[nH]c4ccccc34)n2C)s1,4.5%,0.1%,40.3%,9.1%,-6.6%,
